ALOX15B inhib – 15-hLO-2 (ALOX15B) enzyme inhibition | O15296 | purified 15hLO-2, xylenol orange hydroperoxide absorbance | Potency, µM (top dose mostly 57.1 µM), for the others: at the top dose activity change, negative = inhibition, usual class: inhibitors | 0.56% of 110,000 active | AID 881; note: potency is the fitted concentration of half-maximal effect; nearly all actives have a fitted effect of over 60% in size; many of its hits are not listed in these tables
Target sequence (O15296 whole entry, looked up): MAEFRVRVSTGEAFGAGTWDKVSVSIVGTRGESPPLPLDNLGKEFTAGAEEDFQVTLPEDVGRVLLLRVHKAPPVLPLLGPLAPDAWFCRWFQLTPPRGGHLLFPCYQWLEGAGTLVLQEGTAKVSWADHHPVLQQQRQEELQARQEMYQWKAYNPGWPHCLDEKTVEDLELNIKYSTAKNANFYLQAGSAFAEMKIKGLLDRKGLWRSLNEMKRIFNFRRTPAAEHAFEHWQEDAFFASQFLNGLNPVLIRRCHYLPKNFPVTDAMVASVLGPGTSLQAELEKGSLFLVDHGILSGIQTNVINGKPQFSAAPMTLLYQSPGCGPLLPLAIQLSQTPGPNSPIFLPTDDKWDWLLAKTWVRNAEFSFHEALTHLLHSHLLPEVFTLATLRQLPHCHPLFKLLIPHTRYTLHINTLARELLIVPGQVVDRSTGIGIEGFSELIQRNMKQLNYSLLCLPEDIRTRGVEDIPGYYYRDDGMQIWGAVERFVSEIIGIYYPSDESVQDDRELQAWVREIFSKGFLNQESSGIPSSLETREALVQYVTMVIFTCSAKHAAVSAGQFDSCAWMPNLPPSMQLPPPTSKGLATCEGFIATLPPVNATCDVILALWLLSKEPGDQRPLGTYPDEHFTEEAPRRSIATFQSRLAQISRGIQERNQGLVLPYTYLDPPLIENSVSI
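Read-out: hydroperoxide product oxidises ferrous iron, measured as xylenol orange complex via the 573-to-405 nm absorbance ratio after 30 min. Reaction: 50 nM enzyme, 15 min compound preincubation, 45 uM arachidonic acid, 90 min RT, Hepes pH 7.5 with Triton X-100.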
IMPase inh – IMPase inhibition in cells | P97697 | CHO-M1 cells, IP1 accumulation, HTRF TR-FRET ratio | inhibition (IP1 accumulation), % at 46.1 µM | 120,000 tested, under 10 active | AID 901; active = well fitted curve in the direction sought with a large enough effect in the signal ratio, not every such curve was filed as active; inconclusive = small, poorly fitted or top-dose-only effect, or a change in a side signal; inactive = no such curve, though single readings can be large or run the other way; the % refers to the signal ratio;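 note: cells stimulated with carbachol in lithium chloride buffer; plate controls were DMSO basal wells for no effect and reference inhibitor wells for full effect; higher means more IMPase inhibition seen as more IP1 and lower FRET ratio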
Target sequence (P97697 whole entry, looked up): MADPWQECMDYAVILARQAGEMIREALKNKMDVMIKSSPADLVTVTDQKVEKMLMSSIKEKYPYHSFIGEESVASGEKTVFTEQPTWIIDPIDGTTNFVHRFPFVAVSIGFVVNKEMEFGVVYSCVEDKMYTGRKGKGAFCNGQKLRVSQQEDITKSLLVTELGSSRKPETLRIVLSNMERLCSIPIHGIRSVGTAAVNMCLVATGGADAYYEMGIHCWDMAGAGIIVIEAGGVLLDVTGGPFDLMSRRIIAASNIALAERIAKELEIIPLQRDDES
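CHO-M1, 2000 cells/well, cultured 16–30 h; cpd up to 46 uM; carbachol (50 uM solution, stimulation buffer w/ 50 mM LiCl, pH 7.4), 30 min 37C; IP-One TR-FRET, 10 min RT; Ex 320/Em 665, 620; Hill-fit AC50.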
ALOX12 inhib – 12-hLO (ALOX12) enzyme inhibition | purified 12-hLO, xylenol orange hydroperoxide absorbance | Potency, µM (titrated, usually from 57.1 µM), for inactives: at the top dose activity change, negative = inhibition, most hits filed as inhibitors | 0.12% of 150,000 active; note: potency is the fitted concentration of half-maximal effect; nearly all actives have a fitted effect of over 55% in size; many of its hits are not listed in these tables
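Lipoxygenase turnover measured by absorbance at 573 and 405 nm after Fe-XO development. Human 12hLO 150 nM, arachidonate 40 uM, pH 7.0 Hepes buffer with detergent; 15 min compound preincubation, 30 min reaction.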
PNC inhibitor – perinucleolar compartment assembly inhibition | AID 2417 | activity change (PNC), negative = inhibition, % at 10 µM | 3.1% of 140,000 active | PC3M PTB-GFP, PNC prevalence imaging, 16 h; hits give low values;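 active = readout at or below -70, meaning at least 70% loss of cells showing the perinucleolar compartment, a nuclear body marking cancer cells; inconclusive = readout between -30 and a set limit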;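 note: plate controls were DMSO wells for no effect and camptothecin positive control wells for full effect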
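PC3M cells stably expressing PTB-GFP, 750–1000 cells/well, treated 16 h at 37 °C with compound (23 nl of library stock), in duplicate. After paraformaldehyde fixation and Hoechst stain, imaged at 20x; PNC prevalence scored by image analysis.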
Active calls of the source: *; ? = inconclusive; . = no result given; [ ] = dose if it differs, or a comment. Unless noted, calls come from the whole dose curve; as a rule, active = well fitted curve in the direction sought with a large enough effect; inconclusive = small, poorly fitted or top-dose-only effect, or another doubt; inactive = no such curve, though single readings can be large; an effect the other way counts as inactive or inconclusive. Unless noted, % is set by controls: 0 for no effect and ±100 for the full control effect.

smiles | ALOX12 inhib | PNC inhibitor | IMPase inh | ALOX15B inhib
CC1(C)CC(C(CC(=O)Nc2nccs2)c2ccccc2)CCO1 (stereo not given) | 5% | 6 | -4 | .
O=C(NCc1ccc(Cl)cc1)c1cc(-c2ccco2)on1 | -8% | -1 | 2 | -7%
Cc1cccc(NC(=O)c2ccccc2NC(=O)CCC(=O)O)c1 | 0% | 23 | . | .
Cc1nc(CS(=O)(=O)c2ccccc2)cc(Sc2ccc(Cl)cc2)n1 | 0% | -10 | 7[1.84 µM] | 5%[11.4 µM]
O=C(N1CCN(Cc2ccccc2)CC1)C12CC3CC(CC(C3)C1)C2 | 4% | 27 | -2 | 16%
C=CCn1c(/N=C/c2ccc(N(C)C)cc2)nc2ccccc21 | -6% | ? | 1 | 8%
O=C(O)c1cccc(NC(=O)C2C3C=CC(C3)C2C(=O)O)c1 (stereo not given) | -3% | ? | -1 | -9%
CC(C)(CC(=O)N1CCN(c2ccc(Cl)cc2)CC1)CC1=NS(=O)(=O)c2ccccc2N1 | -6% | -19 | 12 | -3%
CCCN1C(=O)SC(CC(=O)Nc2ccccc2)C1=O (stereo not given) | -4% | 38 | 0 | 2%
O=C(NCc1ccccn1)C1C2C=CC(C2)C1C(=O)Nc1ccc(F)cc1 (stereo not given) | 2% | 14 | 10 | .
CCOC(=O)COc1ccc(/C=C/[N+](=O)[O-])c(OCC(=O)OCC)c1 | -21% | 26 | 6 | -10%
CCOCCCNC(=O)C1CCN(S(=O)(=O)N(CC(C)C)CC(C)C)CC1 | 0% | -4 | 1 | 0%
Cc1ccc(C)c(N(Cc2ccccc2F)S(C)(=O)=O)c1 | 12% | 12 | -5 | .
Cc1ccc(-n2nc(C)c3c2OC(N)=C(C#N)C3c2ccoc2)cc1 (stereo not given) | ? | -10 | 32[activator] | -10%
Cc1cc(C)n(-c2ccc(Cl)c(C(=O)Nc3ccc(OC(F)(F)F)cc3)n2)n1 | -2% | 67 | . | .
O=C(C1CCCO1)N(Cc1ccccc1)c1ccccc1 (stereo not given) | 0% | -29 | -21 | 0%
O=C(c1oc2ccccc2c1N1CCCCC1)N1CCCCC1 | -3% | -26 | 8 | -2%
O=C(c1ccccc1)N1CCN(Cc2ccccc2)CC1 | -7% | -100* | -3 | .
Nc1nnc(SCc2ccc(F)cc2)n1-c1ccccc1 | -1% | -19 | 16 | .
COC(=O)[C@@]1(Cc2ccccc2)[C@H]2c3cc(C(=O)N(C)C)n(Cc4ccccn4)c3C[C@H]2CN1C(=O)c1ccccc1 | -2% | . | . | -8%

The list goes on; it opens with the 4 that closed the last part.
smiles | ALOX12 inhib | PNC inhibitor | IMPase inh | ALOX15B inhib
O=C(c1oc2ccccc2c1N1CCCCC1)N1CCCCC1 | -3% | -26 | 8 | -2%
O=C(c1ccccc1)N1CCN(Cc2ccccc2)CC1 | -7% | -100* | -3 | .
Nc1nnc(SCc2ccc(F)cc2)n1-c1ccccc1 | -1% | -19 | 16 | .
COC(=O)[C@@]1(Cc2ccccc2)[C@H]2c3cc(C(=O)N(C)C)n(Cc4ccccn4)c3C[C@H]2CN1C(=O)c1ccccc1 | -2% | . | . | -8%
CCOC(=O)CN(C(=O)CSc1nnc(-c2cccc(OC)c2)o1)c1ccc(F)cc1 | -8% | -26 | 2 | 10%
Cc1cccc(CNc2ncnc3ccc(-c4cccnc4)cc23)c1 | -11% | . | . | 73%[activator]
Cc1cccc(NC2=NC(=S)N(c3ccc(C(=O)O)cc3)C23CCCCC3)c1 | 0% | 33 | 1 | -10%
COC(=O)CSc1nc(N)c(C#N)c(CC(C)C)c1C#N | 1% | 48 | . | .
CCNC(=O)C(Sc1ccccc1)c1ccccc1 (stereo not given) | 0% | 20 | 9 | .
CCOC(=O)Cn1nnc(-c2ccccc2)n1 | 3% | -100* | -8 | .
Cc1ccc(S(=O)(=O)N(C)CCCC(=O)N2CCN(C=O)CC2)cc1 | -4% | ? | -4 | -4%
CC(C)CNc1cc(Cl)c(S(=O)(=O)NCC(C)C)cc1C(=O)O | -6% | ? | 0 | -6%
Cc1cc(Cl)c(S(=O)(=O)NCc2ccncc2)cc1OCC(N)=O | 1% | -13 | 2 | -4%
Cc1cc(C)n(Cc2nc3ccccc3n2C)n1 | -2% | -29 | -6 | -2%
CC(C)CN(CC(C)C)S(=O)(=O)N1CCC(C(=O)NCCc2ccc(Cl)cc2)CC1 | 6% | -29 | 3 | -2%
CC1Cc2cc(/C(O)=C3/C(=O)C(=O)N(CCCn4ccnc4)C3c3cccnc3)ccc2O1 (stereo not given) | 1% | 13 | -20 | 31%[activator]
CSc1ccc(-c2nnn(CC(=O)NCc3ccccc3)n2)cc1 | 7% | -29 | -7 | -4%
Cc1ccc(NC(=O)CSc2nc(NS(=O)(=O)c3ccc(C)cc3)cc(=O)[nH]2)cc1 | -3% | ? | -2 | -10%
CC(CCc1ccccc1)NC(=O)c1ccc(Br)o1 (stereo not given) | 1% | 3 | 1 | -3%
CN(C)C(=O)CCCc1nc(-c2ccc(Cl)cc2)no1 | 5% | -15 | 3 | -4%
COCc1nnc(NS(=O)(=O)c2c(C)cc(C)cc2C)s1 | -4% | -4 | -3 | -7%
O=C(O)CSc1nnc(-c2cccnc2)n1Cc1ccccc1 | -1% | 5 | -5 | 5%
CCOc1ccccc1NC(=O)CC(O)(C(F)(F)F)C(F)(F)F | -2% | -7 | 12 | .
CCN(Cc1ccccc1)S(=O)(=O)c1ccc(S(=O)(=O)N2CCN(C)CC2)cc1 | -2% | -7 | 3 | 4%

(further entries)
smiles | ALOX12 inhib | PNC inhibitor | IMPase inh | ALOX15B inhib
CN(C(=O)c1cnc2n(c1=O)CCS2)C1CCCCC1 | 2% | 4 | 5 | 9%
O=C(CCS(=O)(=O)c1ccc(Cl)cc1)N1CCN(c2ccccc2F)CC1 | -13% | 11 | -2 | 7%
CCCN1Cc2cccc(C(=O)NC(C)c3cccs3)c2C1=O (stereo not given) | -4% | -13 | -2 | -1%
COc1ccc(CNC(=O)C2CCN(c3nccs3)CC2)cc1 | 0% | 13 | -4 | -5%
c1ccc(-c2ccc(C3=Nn4c(nnc4-c4cc(-c5ccccc5)n[nH]4)SC3)cc2)cc1 | 2% | 1 | 4 | -10%
CCC(OC(=O)C1=Cc2ccccc2OC1)C(=O)NC1CCCC1 (stereo not given) | 10% | 31 | 5 | -2%
CCN(CC)S(=O)(=O)c1ccc(NC(=S)NC(=O)C(C)C)cc1 | -6% | 0 | . | .
CCOC(=O)c1oc2ccccc2c1CN1CCOCC1 | 0% | 11 | 5 | 0%
CSCCC(NS(=O)(=O)c1ccc2c(c1)oc(=O)n2C)C(=O)NC1CCCc2ccccc21 (stereo not given) | -5% | 2 | -1 | -20%
Cc1cc2nc(C)n(CCCN)c2cc1C | 7% | 59 | 3 | 8%
COc1ccc(S(=O)(=O)N2CCC(C(=O)N3CCCC3)CC2)cc1Cl | -2% | 21 | 2 | 6%[2.29 µM]
COCCCn1cnc2oc3nc4ccccc4nc3c2c1=O | -4% | -19 | -3 | -8%
CON/C=C(\C=Nc1ccccc1)c1ncc(C(F)(F)F)cc1Cl | -11% | 4 | 11 | 0%
CCCCNC(=O)c1ccccc1C(=O)NCCCC | 1% | ? | -6[1.84 µM] | 9%[11.4 µM]
COc1ccc(OC)c(CCNC(=O)CN2C(=O)CC(C)(C)S(=O)(=O)c3ccccc32)c1 | -4% | 46 | 7 | 3%
CSc1nc(-c2ccccc2)c2cc(Cl)ccc2n1 | 3% | 7 | . | .
CC(C)c1ccc(C(=O)NN2C(=O)C3CCCCC3C2=O)cc1 (stereo not given) | 1% | 16 | . | .
CC(C)OCCCNC(=O)c1ccc(CS(=O)(=O)Cc2ccccc2F)o1 | 2% | 54 | 4 | .
CCOc1ccc(C(C)NC(=O)c2ccccc2F)cc1 (stereo not given) | 4% | 19 | . | .
Cc1ccc2c(Cl)c(C(=O)NCCc3ccccc3)sc2c1 | 1% | -3 | . | .

Pulled by structure from above, two records:
smiles | ALOX12 inhib | PNC inhibitor | IMPase inh | ALOX15B inhib
CC(C)c1ccc(C(=O)NN2C(=O)C3CCCCC3C2=O)cc1 (stereo not given) | 1% | 16 | . | .
CCC(OC(=O)C1=Cc2ccccc2OC1)C(=O)NC1CCCC1 (stereo not given) | 10% | 31 | 5 | -2%

Next part.
smiles | ALOX12 inhib | PNC inhibitor | IMPase inh | ALOX15B inhib
CSCCC(NC(=O)c1ccc(=O)n(C)n1)c1nc2ccccc2[nH]1 (stereo not given) | -4% | 38 | -2 | -9%
COc1ccccc1/C=N/NC(=O)C(NC(=O)c1ccccc1)=C(C)C | 3% | ? | 9[1.84 µM] | 10%[11.4 µM]
O=C(COC(=O)Cn1cnc2ccccc2c1=O)NCCC1=CCCCC1 | 0% | -11 | . | .
Cn1c(=O)c2c(nc(/C=C\c3cccc(Cl)c3)n2C)n(C)c1=O | -2% | . | -4 | -6%
CC1=C(C)CC(C(=O)c2ccccc2)C(C(=O)O)C1 (stereo not given) | -2% | -24 | 8 | -2%
COc1ccccc1NC(=O)C(C/C=C(/C)Cl)C(C)=O (stereo not given) | -2% | -24 | . | .
O=C(c1ccc(Br)o1)N1CCN(C/C=C/c2ccccc2)CC1 | -16% | 18 | ? | 24%
Cc1cccc(N2C(=O)CC(N3CCC(c4nc5ccccc5[nH]4)CC3)C2=O)c1 (stereo not given) | 3% | 42 | -2 | -8%
O=C(N/N=C/c1ccco1)c1cc(C2CC2)nc2ccccc12 | -3% | -13 | . | .
COc1ccc(CC(=O)NCc2cn3ccsc3n2)cc1 | 6% | -4 | 1 | 0%
CCn1ncc(Br)c1C(=O)Nc1cc([N+](=O)[O-])ccc1C | -1% | -17 | . | .
Cc1ccc(Sc2c(C=O)c3ccccc3n2C)cc1 | -1% | 36 | ? | 0%
CC(C)(CO)NCC(O)COc1ccc2c(c1)CCC2 (stereo not given) | 1% | -29 | -5 | .
COc1ccc(OC)c(NC(=O)C2CCCC2)c1 | 6% | 37 | 6 | -2%
CSc1nc(N(C)C)nc(N2CC(=O)N(CCNS(=O)(=O)c3ccc(C)cc3)C2=N)n1 | 2% | ? | . | .
O=C(Oc1cccc([N+](=O)[O-])c1)c1cc(-c2ccccc2)nc2ccccc12 | -2% | -30 | 3 | 2%
O=C(Nc1ccc(-c2nc3ccccc3s2)c(OC(=O)c2ccccc2)c1)c1ccccc1 | -1% | -21 | . | .
Cc1nn(Cc2cccc(C(=O)Nc3ccn(Cc4ccccc4F)n3)c2)c(C)c1[N+](=O)[O-] | 4% | 24 | 16 | 23%
O=c1c2ccccc2nc2n1-c1ccccc1CCC2 | -2% | 20 | 4 | 1%
CCc1ccc(C(=O)Nc2cc3c(cc2Cl)OCCCO3)cc1 | -8% | 46 | 1 | 2%

Next part
smiles | ALOX12 inhib | PNC inhibitor | IMPase inh | ALOX15B inhib
COC(=O)c1ccccc1NC(=S)NC(=O)c1ccccc1 | ? | 1 | 1 | ?
O=C1N=C(N2CCN(c3cccc4ccccc34)CC2)S/C1=C/c1cccs1 | -3% | 47 | 6 | -21%
CCn1cc(S(=O)(=O)CC(=O)Nc2ccc(C)cc2)c2ccccc21 | -8% | -16 | -1 | -7%
COc1ccccc1CC1(C)NC(=O)N(CC(=O)N2CCc3ccccc3C2)C1=O (stereo not given) | 6% | 5 | 5 | 0%
Cc1ccc(Cl)cc1N1CCN(CC(=O)Nc2ccc(CN3CCCCC3)cc2)CC1 | 4% | ? | -4 | .
CCOC(=O)CCNCC1COc2ccccc2O1 (stereo not given) | 5% | -92* | 2[1.84 µM] | -5%[11.4 µM]
COc1ccc(C)cc1N(C(=O)c1cccc(F)c1)c1nc2ccccc2s1 | 1% | -6 | 4 | .
CCOc1ccc(-n2c(SCC(=O)Nc3ccccc3C)n[nH]c2=O)cc1 | -5% | 26 | -3 | 1%

Only part of the results is shown; count on the stated rates, not on these rows.
